# AmpC inh det – Promiscuous and Specific Inhibitors of AmpC Beta-Lactamase (assay with detergent). P00811. 71,000 tested, 0.09% active. purified AmpC, nitrocefin hydrolysis with detergent. Potency, µM (highest dose often 28.7 µM), for inactives: at the highest dose activity change, negative = inhibition; active = well fitted curve in the direction sought with a large enough effect
# Target sequence (P00811 whole entry, looked up): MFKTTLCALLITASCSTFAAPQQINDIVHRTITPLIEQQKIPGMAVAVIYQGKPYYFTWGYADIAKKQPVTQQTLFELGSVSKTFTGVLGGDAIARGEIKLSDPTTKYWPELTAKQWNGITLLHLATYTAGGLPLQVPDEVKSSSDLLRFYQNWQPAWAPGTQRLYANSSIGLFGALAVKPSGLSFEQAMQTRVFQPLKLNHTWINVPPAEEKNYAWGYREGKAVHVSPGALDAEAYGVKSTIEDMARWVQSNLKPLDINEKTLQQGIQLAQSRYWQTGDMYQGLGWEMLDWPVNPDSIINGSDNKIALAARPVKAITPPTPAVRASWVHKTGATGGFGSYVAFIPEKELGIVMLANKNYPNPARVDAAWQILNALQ
#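 E. coli AmpC (5.3 nM) in 20 mM phosphate pH 7.0 with 0.01% Triton X-100, preincubated 15 min RT with compound; nitrocefin (2 uL of 800 uM stock) hydrolysis followed by 480 nm absorbance every 20 s over 4 min.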
# An asterisk follows results filed as active; & = joins results of further samples; [ ] = remark or other dose. % is set by controls: 0 for no effect and ±100 for the full control effect; potency is the fitted concentration of half-maximal effect.
SMILES,AmpC inh det
O=C1NC(=O)C2(Cc3ccccc3N3CCCC32)C(=O)N1c1cccc(Cl)c1 (centres undefined),-3%
CCCCOC(=O)Nc1ccc(N2CCCCC2)cc1,6%
COc1ccc(C(=S)N2CCN(C)CC2)cc1Br,9%
Cn1c(N2CCCC2)nc2c1c(=O)n(Cc1ccc(F)cc1)c(=O)n2C,-5%
COc1ccc(Cn2c(C)ccc2C)cc1,-2%
CCCn1c(SCC(=O)NC(=O)NCc2ccco2)n[nH]c1=O,-3%
CC(C)=C[C@H]1[C@@H](COC(=O)c2cc3c(cc2Cl)OCO3)C1(C)C,1%[5.75 µM]
c1ccc2c(c1)oc1c(NCc3ccc4c(c3)OCO4)ncnc12,3%
Cn1nnnc1SCC(=O)NCc1cccc(C(=O)O)c1,4%
COc1ccccc1NC(=O)C1CCCCC1,-4%
Cc1cc(C)n(-c2ccc(-n3ccnc3)nn2)n1,0%
CN1C(=O)C(Cc2cccs2)C(=O)N(C)C1=O,-1%
CCc1ccc(OCC(=O)OC2CCS(=O)(=O)C2)cc1 (centres undefined),-1%
CCn1c(SCC(=O)N2CCCc3ccccc32)nc2c(c1=O)SC(C)C2 (centres undefined),7%
FC(F)(F)COc1nc(N2CCCCC2)nc(N2CCNCC2)n1,-2%
CC(=O)Nc1nc2n(n1)C(c1ccc(F)cc1)C=C(c1ccccc1)N2 (centres undefined),-1%
CN1CC[C@@]2(CCCN(C(=O)c3cccn3C)C2)C1,1%
O=C(Oc1ccc(S(=O)(=O)F)cc1F)c1ccccc1Cl,-6%[5.75 µM]
CC(CCc1ccco1)NC(=O)CSc1cc(=O)n(C)c2ccccc12 (centres undefined),-2%
CCc1nc2oc3ccccc3c(=O)c2c(=O)n1-c1ccccc1,-1%
COc1ccc(NC(=O)Cn2nnc(-c3ccccc3NC(=O)C3CC3)n2)cc1,-1%
CCOC(=O)CSC1=C(C#N)C(c2ccccc2F)C(C(C)=O)=C(C)N1 (centres undefined),-4%
COc1ccc(N2C(=O)CC(c3ccc(OC(C)C)cc3)C2=O)cc1 (centres undefined),9%
Cn1c2ccccc2c2c(C(=O)NCC3CCCO3)cn(C3CCCC3)c(=O)c21 (centres undefined),-4%
COc1ccccc1-c1cc(C(=O)Nc2ccccc2SC)no1,-4%
CC1CCCN(C(=O)C23CCC(C)(C(=O)C2)C3(C)C)C1 (centres undefined),-2%
CCOc1ccc(C)cc1S(=O)(=O)n1ccnc1,-4%
O=C(NCCC1=CCCCC1)C1CCN(S(=O)(=O)N2CCOCC2)CC1,2%
Cc1ccc(CNS(=O)(=O)c2ccc(C(C)(C)C)cc2)n1C,-5%
Cn1c(=O)[nH]c(=O)c2c1nc(Br)n2Cc1ccccc1Cl,2%
Cc1c(O)ccc2c3c(c(=O)oc12)CCC(C)C3 (centres undefined),-8%
CCN(CC)CCSc1nc(O)c(-c2ccccc2)c(=O)[nH]1,0%
Cc1ccc2nc(SCC(=O)Nc3c(C)n(C)n(-c4ccccc4)c3=O)[nH]c2c1,1%
COCCCn1cnc2c(c1=O)c1nc3ccccc3nc1n2-c1ccc(C)cc1,8%
CN(C)Cc1ccc(O)c(CN(C)C)n1,-9%[5.75 µM]
COC(=O)Cc1cc(=O)n(-c2ccccc2)[nH]1,-3%

# Taken from above:
# Entry of `Cc1ccc2nc(SCC(=O)Nc3c(C)n(C)n(-c4ccccc4)c3=O)[nH]c2c1` in AmpC inh det: 1%
# Entry of `CCN(CC)CCSc1nc(O)c(-c2ccccc2)c(=O)[nH]1` in AmpC inh det: 0%
# Entry of `Cc1ccc(CNS(=O)(=O)c2ccc(C(C)(C)C)cc2)n1C` in AmpC inh det: -5%
# Entry of `Cc1c(O)ccc2c3c(c(=O)oc12)CCC(C)C3` (centres undefined) in AmpC inh det: -8%
# Entry of `Cn1c(=O)[nH]c(=O)c2c1nc(Br)n2Cc1ccccc1Cl` in AmpC inh det: 2%
# Entry of `COC(=O)Cc1cc(=O)n(-c2ccccc2)[nH]1` in AmpC inh det: -3%
# Entry of `CC1CCCN(C(=O)C23CCC(C)(C(=O)C2)C3(C)C)C1` (centres undefined) in AmpC inh det: -2%

# Rewritten with bars between the fields: part of the list above.
mol | AmpC inh det
CCOc1ccc(C)cc1S(=O)(=O)n1ccnc1 | -4%
O=C(NCCC1=CCCCC1)C1CCN(S(=O)(=O)N2CCOCC2)CC1 | 2%
Cc1ccc(CNS(=O)(=O)c2ccc(C(C)(C)C)cc2)n1C | -5%

# (next part)
SMILES,AmpC inh det
c1coc(C2Nc3ccccc3-c3nc4ccccc4n32)c1 (centres undefined),-4%
CCOc1ccc(OCC)c(NC(=O)CC2Oc3ccc(C)cc3NC2=O)c1 (centres undefined),9%
C=CCn1c(SC/C=C/c2ccccc2)nnc1-c1sc(N)nc1C,-5%
CCN(CC)C(=O)c1sc2nc(-c3ccncc3)[nH]c(=O)c2c1C,-5%
CN(CCc1ccc(Cl)c(Cl)c1)C[C@@H](O)COc1ccc(NS(C)(=O)=O)cc1,-2%
NS(=O)(=O)c1cccc2c1c([N+](=O)[O-])cc1nc(O)c(O)nc12,-18%&-3%
CCC(C)OC(=O)C1=C(C)NC2=C(C(=O)C(C(=O)OC)C(C)C2)C1c1ccc(N(C)C)cc1 (centres undefined),-1%
COc1cccc(-c2cc(C(=O)Nc3c(C)nn(Cc4ccccc4C)c3C)no2)c1,-4%
O=C1Cn2c(nc3ccccc32)N1c1ccccc1F,0%
Cn1c(=O)c2c(-c3ccccc3)n(CCCN3CCOCC3)cc2n(C)c1=O,0%
COc1ccccc1OCCn1cc(C(=O)c2ccco2)c2ccccc21,6%
Cc1ccc(C(=O)CS(C)(=O)=O)cc1,-4%

# Laid out differently: results already given
SMILES | AmpC inh det
CCC(C)OC(=O)C1=C(C)NC2=C(C(=O)C(C(=O)OC)C(C)C2)C1c1ccc(N(C)C)cc1 (centres undefined) | -1%
COc1ccccc1OCCn1cc(C(=O)c2ccco2)c2ccccc21 | 6%
NS(=O)(=O)c1cccc2c1c([N+](=O)[O-])cc1nc(O)c(O)nc12 | -18%&-3%

# Back to the main list, repeating the 2 entries before the break.
SMILES,AmpC inh det
COc1ccccc1OCCn1cc(C(=O)c2ccco2)c2ccccc21,6%
Cc1ccc(C(=O)CS(C)(=O)=O)cc1,-4%
COc1ccc(-c2nc(SC)n(C)c(=O)c2C#N)cc1OC,-5%
Cn1c(=O)oc2cc(S(=O)(=O)N3CCN(Cc4ccc5c(c4)OCO5)CC3)ccc21,-5%
COC(=O)C1=C(C)OC(N)=C(C#N)C1c1ccccc1F (centres undefined),0%
CC(C)(C)C1CCc2onc(C(=O)Nc3cccnc3)c2C1 (centres undefined),-4%
COC(=O)CCC(=O)Nc1sc2c(c1C#N)CCCC2,2%
N#Cc1nc(-c2ccco2)oc1N1CCN(c2ccccc2)CC1,-4%
COCCNCC(=O)NC12CC3CC(CC(C3)C1)C2,-2%
COc1cc(N=c2ssnc2Cl)cc(OC)c1OC,-1%
CC1CCN(c2nc(-c3ccncc3)nc3ccccc23)CC1,7%
CCCC1(C(=O)O)NC(c2cccc(OC)c2O)C2C(=O)N(c3ccccc3)C(=O)C21 (centres undefined),14%
N[C@@H](Cn1cc(I)c(=O)[nH]c1=O)C(=O)O,0%
O=C(CNCC1CCCO1)Nc1ccccc1-n1cccc1 (centres undefined),10%
Cc1cc(=O)c2ccccc2[nH]1,-1%
CCc1ccc2c(c1)[C@]1(C(=O)N2)[C@@H]2C(=O)N(Cc3ccccc3)C(=O)[C@@H]2[C@@H]2CCCN21,-4%
Cc1ccc(-c2cc3nc(C)cc(NCc4ccco4)n3n2)cc1,-4%
Cc1cc(C)n(-c2ccc(C(=O)Nc3ccccc3N3CCOCC3)cc2)n1,-3%
CC1CCN(CC(=O)Nc2sc3c(c2C#N)CCC3)CC1,28%
Cc1ccc(C(=O)CCNc2ccc(Br)cc2)o1,-7%
CCn1c(=O)c(=O)n(CC)c2cc(S(=O)(=O)Nc3cccc(OC)c3)ccc21,-3%
COCCNc1ncnc2ccc(-c3ccc(N(C)C)cc3)cc12,8%
Cc1cc(C)c(S(=O)(=O)Nc2cccc3nsnc23)c(C)c1,-1%
Nn1c(SC/C=C/c2ccccc2)nnc1-c1ccccn1,-4%
O=c1c2ccccc2nc(CSc2nnnn2-c2ccccc2)n1-c1ccccc1,9%
C/C=C(\C)CN1CCN(c2cc(C)ccc2C)CC1,5%
CN(C)c1ncc2nc(-c3cc(F)cc(F)c3)c(=O)n(CCC#N)c2n1,0%
CCCCn1c(CCCNC(=O)CC)nc2ccccc21,10%
CCOC(=O)C1CCCN(CC(=O)Nc2c(F)c(F)c(F)c(F)c2F)C1 (centres undefined),9%
COc1ccc(-n2nnnc2SCC(=O)NCCc2ccc(OC)c(OC)c2)cc1,12%
CCCn1c(-c2ccc(F)cc2)nc2c(NCCCCN3CCCC3)nc(C)nc21,14%
Cc1ccc(S(=O)(=O)N(C)CC(=O)Nc2nc3ccccc3s2)cc1,-7%
Cc1ccccc1NC(=O)CSc1nc(N)c(C#N)c(-c2cccs2)c1C#N,3%
Cc1ccc(C(=O)C2CCN(CC(=O)Nc3ccc(N(C)C)cc3)CC2)cc1,-2%
CCOC(=O)N1CCC(NC(=O)Cc2ccc(-n3c(=O)[nH]c4ccccc4c3=O)cc2)CC1,0%
COC(=O)c1cccc(NC(=O)CN(c2ccc3c(c2)OCO3)S(C)(=O)=O)c1C,-8%
CC(C)n1c(SCC(=O)N2CCCc3ccccc32)nc2c1c(=O)n(C)c(=O)n2C,7%
CCN(CC)Cc1cc(CC(C(N)=O)C(N)=O)ccc1OC,-3%
Cc1nc2ccccc2cc1C(=O)NCc1ccco1,-7%
Cc1cc(OCc2nn[nH]n2)c2c(C)c(Cc3ccccc3)c(=O)oc2c1,-2%
COC(=O)c1cc2c(s1)=NC=NP=2(N1CCOCC1)N1CCOCC1,-3%
CC(C)OCCCn1c(=S)[nH]c2ncccc2c1=O,1%
CC(=O)c1ccc(NC(=O)CSc2nnc(-c3ccoc3C)n2Cc2ccccc2)cc1,6%
O=C(Cc1coc2ccc3ccccc3c12)N1CCCC1,-3%
Cc1cc(Nc2ccccc2F)n2nc(C)nc2n1,6%
O=C(Nc1ccc(F)cc1)N1CCn2c(nc3ccccc32)C1,10%
O=C(NC1CCS(=O)(=O)C1)C1CCCCN1S(=O)(=O)c1ccc(Cl)cc1 (centres undefined),-6%
Cc1nc2ccccc2c2c1C(=O)N(CCC1=CCCCC1)C2=O,-3%
COc1ccc(NC(=O)Cc2nc3ccccc3[nH]2)cc1,-4%
Cc1ccc(-c2nc(CS(=O)CC(=O)NCc3ccccn3)c(C)o2)cc1 (centres undefined),12%
CCCOC(=O)c1ccc(Nc2cc(C)nc3ncnn23)cc1,0%
Cc1c(C(=O)NCc2ccccn2)oc2ccccc12,-6%
Cc1cc(NC(=O)c2cccc(S(=O)(=O)N3CCCCCC3)c2)n(-c2ccccn2)n1,15%
COc1ccc(CCN)cc1O,-5%
CC1CN(S(=O)(=O)c2ccc(NC(=O)c3ccco3)cc2)CC(C)O1 (centres undefined),30%
Cc1ccc(S(=O)(=O)N(CC(=O)N2CCOCC2)CC(=O)N2CCOCC2)cc1,-1%
CC(C)CN1CC2(CCN(C(=O)c3ccncc3)CC2)C1,0%
COCCn1c(C)cc(C(=O)COc2nc3ccccc3nc2C)c1C,11%
CCOC(=O)c1cnc2sccn2c1=O,-1%
CNC(=O)CSc1nnnn1-c1ccc(C)cc1C,-2%
O=c1c2ccccc2nc(SCc2nnc(-c3ccccc3)o2)n1-c1ccccc1,1%
COC(=O)C1=C(C)N(C)C(=O)NC1c1ccc(O)c(OC)c1 (centres undefined),9%

# (list continues)
SMILES,AmpC inh det
CC1CCN(C(=O)N[C@@H](Cc2ccccc2)C(=O)O)CC1,0%
CN(C)P1(N(C)C)=Nc2c(c(N)nn2C)C(c2ccccc2)=N1,-4%
CCC(C)(C)n1nnnc1C(C(C)C)N(CCCO)Cc1cc2cc(C)ccc2[nH]c1=O (centres undefined),-2%
C1=C(c2c[nH]c3ccccc23)CCNC1,-1%
N#Cc1ccccc1CSc1ccccn1,-4%
CCOC(=O)CNC(=O)C1c2cc(OC)c(OC)cc2C(=O)N(C)C1c1ccccc1F (centres undefined),-3%
COCCCNC(=O)C(F)(F)C(F)(F)C(=O)NCCCOC,-1%
COc1ccc(C2=NOC(C(=O)NCc3ccccc3)C2)cc1 (centres undefined),-2%
CCC(=O)c1cn(CC(=O)NCc2cccnc2)c2ccccc12,-2%
C=CCN=C(NC#N)SCC(=O)NCc1ccccc1,-1%
C=CCn1c(COc2ccc(Cl)cc2)nnc1SCc1ccc(C#N)cc1,0%
O=C(CSc1nnc(NC(=O)C2CC2)s1)Nc1ccc(F)cc1,7%
CCCn1c(NC(=O)c2cccc(S(=O)(=O)N3CCCC3)c2)nc2ccccc21,-1%
O=C(CSc1nc2ccncc2[nH]1)Nc1ccccc1C(F)(F)F,11%
Cn1c(=O)n(C)c2cc(NC(=O)C(F)(F)F)ccc21,4%
Cc1cc(NC(=O)c2cc(-c3ccncc3)nc3c(C)cccc23)no1,-3%
O=C(Nc1ccccc1)N1CC2(CCN(C(=O)c3ccncc3)CC2)C1,1%
Cc1ccc(Cl)cc1N1CCN(C(=O)c2cn(C)c(=O)c3c2c2ccccc2n3C)CC1,10%
CCn1c(COc2cccc(OC)c2)nnc1SCC(=O)N1CCOCC1,8%
COc1ccccc1CCNC(=O)C1CCCO1 (centres undefined),-2%
Cc1nnc(NC(=O)c2ccc3ccccc3c2)o1,-3%
Cc1ccc(S(=O)(=O)N2CCCC2C(=O)OCc2nc3ccccc3s2)cc1 (centres undefined),-7%
NC(=O)C1(N2CCCCC2)CCN(C(=O)c2cccs2)CC1,12%
Cc1ccc(C)c(OCC(O)CN2CCC(C)CC2)c1C (centres undefined),-1%
CCSc1nc(-c2ccc(OC)cc2)ccc1C#N,1%
Nc1ccc(-c2ccc(N)cc2C(F)(F)F)c(C(F)(F)F)c1,-3%
CC(C)OC(=O)c1nnn(-c2nonc2N)c1CN1CCCCCC1,-2%

# These rows are one share of the data; count on the stated rates, not on these rows.
